# JMJD2E inh – blocks human JMJD2E demethylase activity; JMJD2E catalytic domain, FDH-coupled NADH fluorescence (FDH is formaldehyde dehydrogenase); 1.6% of 230,000 active; AID 2147; B2RXH2; Potency, µM (top dose mostly 57.1 µM), inactives show at the highest dose activity change, negative = inhibition, actives largely listed as inhibitors; active = well fitted inhibition curve with a large enough effect, not every such curve was filed as active; inconclusive = small, poorly fitted or top-dose-only effect, or another doubt; inactive = no such curve, though single readings can be large or run the other way;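 also: 0% = wells with enzyme and -100% = buffer wells without enzyme; nearly all actives have a fitted effect of over 50% in size; many of its hits are not listed in these tables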
# Target sequence (B2RXH2 1-337 limits assumed): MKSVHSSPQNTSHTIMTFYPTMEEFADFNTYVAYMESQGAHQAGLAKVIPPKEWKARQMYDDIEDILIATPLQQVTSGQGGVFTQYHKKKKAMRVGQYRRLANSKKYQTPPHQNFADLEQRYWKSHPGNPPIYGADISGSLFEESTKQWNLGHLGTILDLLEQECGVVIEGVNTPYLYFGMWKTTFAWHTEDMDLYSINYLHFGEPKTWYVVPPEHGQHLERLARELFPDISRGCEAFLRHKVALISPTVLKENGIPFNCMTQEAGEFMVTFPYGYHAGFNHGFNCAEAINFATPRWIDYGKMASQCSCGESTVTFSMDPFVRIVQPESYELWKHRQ
# ALDH1A1 inh – blocks purified human ALDH1A1 activity | 7.3% of 220,000 active | P00352 | Purified ALDH1A1, NADH fluorescence, propionaldehyde substrate | Potency, µM (highest dose often 75.3 µM), without a hit: top-dose activity, negative = inhibition, actives largely listed as inhibitors; active = well fitted inhibition curve with a large enough effect, not every such curve was filed as active; inconclusive = small, poorly fitted or top-dose-only effect, or another doubt; inactive = no such curve, though single readings can be large or run the other way;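 also: plate controls were no enzyme wells and a reference inhibitor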
# LMNA splice mod – changes lamin A minigene splicing in HeLa cells. 0.01% of 200,000 active. Potency, µM (top dose mostly 46.1 µM), without a hit: top-dose ratio change, negative = inhibition, usual class: inhibitors. HeLa LMNA splicing GFP/RFP minigene ratio, 48 h; active = well fitted inhibition curve with a large enough effect in the signal ratio, with a control signal flat, not every such curve was filed as active; inconclusive = small, poorly fitted or top-dose-only effect, or effect the other way, or a change in a side signal; the % refers to the signal ratio; also: % is scaled to controls: 0 for no effect and ±100 for the full control effect
#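 S3 HeLa stable clones carrying a lamin A-EGFP splicing minigene plus DsRed2 were seeded at 600 cells/well in Opti-MEM with 2% FBS, pin-dosed and incubated 48 h at 37°C. Acumen cytometry (488 nm) gave the GFP/RFP total-intensity ratio.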
# TRb-SRC2 inh – TRbeta-SRC2 interaction inhibition. P10828. TRbeta-SRC2 peptide binding, fluorescence polarization; receptor liganded with 1 µM T3. Potency, µM (highest dose often 106 µM), for the others: at the highest dose activity change, negative = inhibition, actives largely listed as inhibitors. 0.065% of 280,000 active;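 also: plate controls were bound peptide for no effect and peptide without receptor for full effect; nearly all actives have a fitted effect of over 50% in size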
#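 Assay buffer: 20 mM Tris-HCl, 100 mM NaCl, 10% glycerol, 1 mM EDTA, 0.01% NP-40, 1 mM DTT, 1 uM T3, 5% DMSO; TRb LBD 0.6 uM, Texas Red SRC2 20 nM; FP after 5 hr.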
# GoLoco inh red – RGS12 GoLoco-Gai1 interaction inhibition. 0.44% of 230,000 active. Gai1:RGS12 GoLoco peptide FP, rhodamine, 10 min. Potency, µM (series often up to 61.6 µM), inactives show at the highest dose activity, negative = inhibition, usual class: inhibitors; active = well fitted inhibition curve with a large enough effect, not every such curve was filed as active; inactive = no such curve, though single readings can be large or run the other way; also: % is scaled to controls: 0 for no effect and ±100 for the full control effect; nearly all actives have a fitted effect of over 30% in size; many of its hits are not listed in these tables
# Target sequence (P63096 whole entry, looked up): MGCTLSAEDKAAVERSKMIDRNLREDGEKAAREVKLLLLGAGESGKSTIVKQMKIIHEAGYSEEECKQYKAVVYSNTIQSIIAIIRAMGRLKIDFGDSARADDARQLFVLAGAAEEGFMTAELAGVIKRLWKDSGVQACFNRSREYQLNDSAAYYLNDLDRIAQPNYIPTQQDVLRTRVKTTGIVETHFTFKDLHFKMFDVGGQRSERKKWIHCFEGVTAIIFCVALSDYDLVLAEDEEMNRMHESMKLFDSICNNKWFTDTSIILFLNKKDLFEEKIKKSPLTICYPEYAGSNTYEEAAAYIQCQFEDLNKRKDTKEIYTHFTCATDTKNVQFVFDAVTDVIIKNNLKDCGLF
# SMN2 splice enh – increases expression of the SMN2 splice variant; HEK293 SMN2-luciferase splicing reporter, luminescence, 30-36 h; Potency, µM (titrated, usually from 46.1 µM), without a hit: top-dose activity change, positive = activation, most hits filed as activators; 2.8% of 210,000 active; AID 1458; also: % of control where 0% means no effect; nearly all actives have a fitted effect of over 55% in size
#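 HEK293 cells carry an SMN2 […]–luciferase reporter in which exon 7 inclusion puts luciferase in frame. Cells were plated 10-12 h before compound addition, then incubated 30-36 h at 37C. ONE-Glo luminescence was read; sodium butyrate at 4.5 mM final served as control.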
# TR SRC2 fluor cs – counter-screen for TRb-SRC2 inhibitors: fluorescence interference | AID 1479 | Potency, µM (highest dose often 106 µM), for the others: top-dose fluorescence change, negative = quenching | TRb/SRC2 Texas Red total fluorescence interference | 0.29% of 280,000 active; active = well fitted curve in either direction with a large enough effect; inconclusive = small, poorly fitted or top-dose-only effect; also: % is scaled to controls: 0 for no effect and ±100 for the full control effect
#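 Flags fluorescent or light-absorbing compounds by total fluorescence, S + 2P, at 555 nm excitation and 632 nm emission. Mixture: 20 nM Texas Red SRC2 peptide, 0.6 uM human TRb LBD, 1 uM T3, 5% DMSO; compound exposure 5 h at ambient temperature.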
# RECQ1 helicase – blocks DNA unwinding by human RECQ1 | 0.54% of 240,000 active | Potency, µM (series often up to 57.3 µM), inactives show at the top dose activity, negative = inhibition, most hits filed as inhibitors | P46063 | RECQ1 DNA unwinding, red fluorescence kinetic read;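 also: plate controls were vehicle for no effect and no enzyme for full effect; nearly all actives have a fitted effect of over 30% in size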
#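 50 nM RECQ1T1 preincubated 15 min with compound in Tris pH 8.0 buffer with MgCl2, DTT, Tween-20 and 2.5 ug/ml poly(dI-dC); started with 200 nM TAMRA/BHQ-2 forked duplex and 2 mM ATP. Unwinding read as fluorescence (525/598 nm), two reads 2 h apart.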
# The depositor's hits bear a star; i = inactive; ? = inconclusive; . = no result given; & = joins results of further samples; [ ] = dose if it differs, or a comment. Unless noted, calls follow the shape of the dose curve; as a rule, active = well fitted curve in the direction sought with a large enough effect; inconclusive = small, poorly fitted or top-dose-only effect, or another doubt; inactive = no such curve, though single readings can be large; an effect the other way counts as inactive or inconclusive. Potency is read from the fitted curve at half-maximal effect. Not all compounds are listed, so the mix of outcomes need not match the whole.
# The line under a structure holds: JMJD2E inh	ALDH1A1 inh	LMNA splice mod	TRb-SRC2 inh	GoLoco inh red	SMN2 splice enh	TR SRC2 fluor cs	RECQ1 helicase
- Cc1nc(C(=O)N(C)C)nn1-c1ccc([N+](=O)[O-])cc1
    1.5%	0.7%	?	0.2%	9.6%	7.5%	-0.8%	i
- N#CCCn1c(O)c(N=NC(=O)CNC(=O)c2cccs2)c2ccccc21
    8.3%	?	.	7.7%	-0.5%	.	-0.2%	-1.9%
- O=C(/C=C/c1ccc2ccccc2c1)c1ccoc1
    3.8%	4.3%	-11.4%	4.7%	0.2%	-4.6%	-7.8%	-6.9%
- Cc1ccc(SCc2cc(=O)[nH]c(N3CCN(C)CC3)n2)cc1
    1.6%	?	4.3%	-11.1%	1.6%	-17.9%	-3.5%	-1.2%
- CC1CN(S(=O)(=O)c2ccc(-c3nc4ccccc4s3)cc2)CC(C)O1 (configuration not stated)
    -2.1%	5.4%	?	-4.1%	0.2%	5.2%	2.0%	i
- CN(C(=O)c1cc(-n2cnnc2)ccc1Cl)c1ccccc1
    -4.0%	13.0%	?	1.5%	4.8%	-5.7%	-0.4%	-3.3%
- CCCC(=O)Nc1nc2c(c(=O)[nH]1)CCCC2
    -6.1%	1.2%	24.7%	1.8%	6.5%	-0.6%	0.2%	-11.4%
- Cc1ccc(S(=O)(=O)N[C@H]2COC(=O)[C@@H](Cc3ccccc3)NC(=O)[C@@H](C)COC(=O)C/C=C\[C@@H]2C)cc1
    .	0.9%[13.5 µM]	.	8.6%&-1.7%[11.2 µM]	.	.	1.6%&1.0%[11.2 µM]	14.0%&-0.4%[11.5 µM]
- CC(C)(C)C(O)CN1CCCC1 (configuration not stated)
    10.5%	9.2%	.	-6.6%	-5.1%	-16.7%	1.5%	-1.1%
- CC(=O)c1ccc(O)c(CSc2nncn2C)c1
    ?	?	.	0.6%	-9.3%	11.6%	-4.2%	-4.1%
- CC(O)CNc1ccc([N+](=O)[O-])cc1S(=O)(=O)N1CCOCC1 (configuration not stated)
    -5.6%	0.9%	.	1.9%	3.0%	3.2%	-3.1%	6.6%
- c1csc(CNCCCN2CCOCC2)c1
    4.0%	8.8%	8.3%	-3.2%	-2.4%	-5.3%	-0.1%	-5.4%
- On1c2c(c3c4nonc4ccc31)CCCC2
    -10.1%	31.6µM*	-2.6%	2.4%	-4.0%	4.9%	3.5%	-1.3%
- CC1=CC(=C(C#N)C#N)C=C(C)N1CCN1CCNCC1
    -2.0%	?	.	-0.2%	1.7%	-3.9%	-1.5%	-6.5%
- Clc1cccc(Cl)c1Cn1cnc2c(NCc3ccco3)ncnc21
    0.9%	-0.1%	-4.1%	3.9%	-18.2%	0.2%	-1.1%	-3.9%
- COc1ccc(NC(=O)NCc2cccn2C)c(OC)c1
    1.0%	0.9%	6.8%	4.8%	-0.7%	-0.2%	1.4%	-7.1%
- O=C(Nn1c(-c2ccccc2)nc2ccccc2c1=O)C1CCC1
    9.7%	?	-2.6%	-5.3%	-1.1%	-0.7%	-0.6%	i
- COc1ccc(CCNC(=O)C2CC(=O)N(c3ccc(F)cc3)C2)cc1OC (configuration not stated)
    -3.4%	10.2%	2.7%	-18.0%	-7.0%	-8.9%	-2.1%	3.8%
- C=CCOc1ccccc1CN1CCSCC1
    ?	?	?	-6.9%	-4.4%	16.3%	0.7%	-1.4%
- CCC(=O)Nc1cc(-c2nn(CC(=O)N3CCCCC3)c(=O)c3ccccc23)ccc1N1CCOCC1
    -6.5%	-2.7%	27.3%	2.4%	8.7%	-6.8%	-0.8%	i

# The line under a structure holds: JMJD2E inh	ALDH1A1 inh	LMNA splice mod	TRb-SRC2 inh	GoLoco inh red	SMN2 splice enh	TR SRC2 fluor cs	RECQ1 helicase
- N/C(=N/O)c1nc(N2CCCC2)nc(N(c2ccccc2)c2ccccc2)n1
    0.5%	9.2%	2.8%	-2.6%	0.0%	-2.5%	-0.7%	i
- NC(=S)N=Nc1c(O)[nH]c2ccccc12
    -2.8%	?	10.2%	2.3%	-0.1%	-3.8%	-3.2%	-2.8%
- O=C1c2ccccc2NC(c2ccccc2Cl)N1N=C1CCCCCC1 (configuration not stated)
    ?	?	-11.5%	3.6%	-12.6%	-6.6%[1.84 µM]	-0.4%	-11.7%
- CCOC(=O)C(NCCOC)(NC(C)=O)C(F)(F)F (configuration not stated)
    0.1%	.	.	-1.8%	0.6%	.	-2.9%	0.3%
- N#CNC1=NCN(CCc2ccccc2)CN1
    -2.7%	22.5%	15.2%	1.4%	7.6%	-5.0%	1.5%	-10.8%
- CCOC(=O)Cn1cc(/C=C(/C#N)C(=O)NC(C)C)c2ccccc21
    ?	-13.6%	.	5.2%	-1.6%	.	1.7%	-7.2%
- CCOc1cccc(N)c1
    .	10.3%	.	-2.1%	1.1%	-2.4%	0.4%	-1.3%
- CCOC(=O)c1c(C)nc2sc(C(=O)Nc3ccccc3)c(N)c2c1-c1ccc(OC)cc1
    ?	?	-16.9%	11.5%	5.0%	0.4%	0.3%	i
- Cc1ccc(NC(=O)Cn2nnc(-c3ccccc3NC(=O)c3cccs3)n2)cc1
    ?	-8.5%	?	-1.0%	1.7%	-14.0%	0.1%	i
- COc1ccc(N2CCN(CCNC(=O)C3CC(=O)N(C4CCCC4)C3)CC2)cc1 (configuration not stated)
    -1.1%	1.4%	-2.9%	-6.8%	5.6%	-6.9%	-0.4%	-6.5%
- O=S(=O)(NCc1ccc(Cl)cc1)c1cnc[nH]1
    -2.8%	3.3%	9.8%	6.9%	-2.1%	2.6%	-5.4%	-3.1%
- N#C/C(C(=O)N1CCOCC1)=c1\s/c(=C/c2ccncc2)c(=O)n1-c1ccccc1
    -0.4%	-19.3%	6.9%	-4.5%	-1.6%	9.5%	-3.5%	1.8%
- CCOC(=O)c1sc2nc3c(cc2c1N)COC(C(C)C)C3 (configuration not stated)
    ?	?	-7.1%	10.8%	-5.8%	-84.1%[inhibitor]	0.7%	-4.0%
- COc1ccccc1CC(NC(C)=O)C(=O)NC1CCN(C(=O)Nc2ccccc2Cl)CC1 (configuration not stated)
    -19.4%	-12.5%	6.5%[46 µM]	-2.1%	9.7%	.	-1.1%	i
- COc1ccc(C(=O)N/C(=C/c2cccs2)c2nc3ccccc3[nH]2)cc1OC
    ?	-5.0%	-8.7%	-3.4%	4.7%	-26.5%	-6.5%	-4.2%
- COCCNC(=O)c1cc2c(=O)n3cccc(C)c3nc2n1C
    ?	?	-8.2%	-1.1%	9.6%	3.3%	-0.1%	i
- Cn1c(=O)c(-c2cc(F)cc(F)c2)nc2cnc(N3CCOCC3)nc21
    .	0.8%	7.5%	.	-1.3%	.	.	-5.6%
- Cc1nc(N2CCN(Cc3ccccc3)CC2)nc2c1C(=O)CC(c1ccco1)C2 (configuration not stated)
    ?	22.4µM*	?	-8.4%	8.3%	-22.5%	1.4%	i
- COc1ccc(N2CC(C(=O)Nc3ccc(S(=O)(=O)Nc4nc(C)cc(C)n4)cc3)CC2=O)cc1 (configuration not stated)
    1.9%	-8.9%	-5.0%	-1.6%	3.1%	-14.2%	3.9%	-11.3%
- O=C1CN(C(=O)c2cc3ccccc3oc2=O)C(c2ccccc2)c2cc(F)ccc2N1 (configuration not stated)
    -14.7%	-14.9%	4.7%	6.8%	-9.1%	?	-0.5%	-2.9%

# The line under a structure holds: JMJD2E inh	ALDH1A1 inh	LMNA splice mod	TRb-SRC2 inh	GoLoco inh red	SMN2 splice enh	TR SRC2 fluor cs	RECQ1 helicase
- CCc1ccccc1NC(=O)CSc1nnc([C@@H](NC(=O)OC(C)(C)C)C(C)CC)o1 (some centres not stated)
    3.9%	?	10.7%	-3.1%	-0.6%	-5.2%	-2.8%	i
- O=S1(=O)CCN(Cc2cccc(Cl)c2)CC1
    9.0%	11.2%	8.9%	-6.9%	-2.8%	-15.0%	-0.3%	i
- COC(=O)C1=C(C)N(C)C(=O)NC1c1ccsc1 (configuration not stated)
    0.3%	-8.8%	.	0.5%	10.9%	21.8%	-6.3%	i
- COc1ccc(-c2cc(C(=O)N(C)Cc3ccccc3)no2)cc1OC
    -1.5%	-13.4%	-14.6%	-6.4%	6.7%	-11.9%	-3.1%	11.3%
- CNC(=S)N/N=C(\C)c1ccccc1
    1.2%	-5.1%	.	1.6%	14.5%	.	-2.2%	8.6%
- O=C1CCCC2=C1C(c1ccccc1)NC(=S)N2 (configuration not stated)
    -8.2%	?	.	-8.0%	-8.3%	14.5%	-6.0%	-1.2%
- COc1ccc(CNC(=O)c2cccc(N(C)C)c2)cc1
    ?	?	-8.4%	-0.7%	0.9%	.	2.6%	i
- NS(=O)(=O)c1ccc(NC(=O)COC(=O)COc2cccc(C(F)(F)F)c2)cc1
    -0.6%	4.3%	.	-4.0%	2.4%	.	-5.9%	-6.1%
- Cc1cccc(OCCCOc2cccc3cccnc23)c1C
    ?	-9.9%	5.7%	0.8%	-14.9%	-20.6%	-6.8%	-8.6%
- O=c1cc(CN2CCCc3ccccc32)nc2sccn12
    ?	?	-14.5%[46 µM]	-5.7%	-1.3%	8.6%	1.3%	9.2%
- CCOc1ccc(N2C(=O)/C(=C/c3cc(OC)c(OC)c(OC)c3)N(CC(=O)OC)C2=S)cc1
    -3.6%	?	-1.8%	-9.3%	-16.7%	-39.6%[inhibitor]	-4.2%	i
- COc1cc(C(C[N+](=O)[O-])c2c(N)n(C)c(=O)n(C)c2=O)ccc1O (configuration not stated)
    -1.1%	-13.1%	-13.4%[46 µM]	3.9%	3.9%	-8.6%	-1.1%	-1.4%
- C/C(=N\NS(=O)(=O)c1cccc([N+](=O)[O-])c1)c1cccnc1
    -20.8%	?	?	-1.0%	0.3%	5.4%	-3.6%	-3.0%
- O=c1nc2n(c3ncccc13)CCC2
    -4.3%	4.0%	2.5%	-10.0%	8.7%	0.0%	-0.1%	-5.5%
- Cc1cc(C(=O)Nc2sc3c(c2C#N)CCC(C)C3)cs1 (configuration not stated)
    ?	?	-2.9%	-12.4%	12.8%	3.98µM*	-2.5%	?
